TDP1 cell noCPT: qHTS for Inhibitors of human tyrosyl-DNA phosphodiesterase 1 (TDP1): qHTS in cells in absence of CPT; DT40 Tdp1-/- hTDP1 cells, no CPT, ATP luminescence, 48 h; Potency, µM (highest dose often 46.2 µM), for inactives: top-dose activity change, negative = growth inhibition, most hits filed as inhibitors; 420,000 compounds, 15% hits; AID 686978, 2013; further: nearly all actives have a fitted effect of over 55% in size
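No-CPT arm: Tdp1-/-;hTDP1 DT40 cells (400/well) plus compounds, incubated ≥48 hr at 37 °C. Readout CellTiter-Glo luminescence.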
TDP1 inh: qHTS Assay for Inhibitors of Tyrosyl-DNA Phosphodiesterase (TDP1) | Tyrosyl-DNA phosphodiesterase 1 (Homo sapiens), Q9NUW8 | recombinant TDP1, AlphaScreen DNA substrate cleavage | Potency, µM (series often up to 130 µM), inactives show top-dose activity change, negative = inhibition, usual class: inhibitors | 350,000 compounds, 0.28% hits | AID 485290, 2010; further: nearly all actives have a fitted effect of over 40% in size
Target sequence (Q9NUW8 whole entry, looked up): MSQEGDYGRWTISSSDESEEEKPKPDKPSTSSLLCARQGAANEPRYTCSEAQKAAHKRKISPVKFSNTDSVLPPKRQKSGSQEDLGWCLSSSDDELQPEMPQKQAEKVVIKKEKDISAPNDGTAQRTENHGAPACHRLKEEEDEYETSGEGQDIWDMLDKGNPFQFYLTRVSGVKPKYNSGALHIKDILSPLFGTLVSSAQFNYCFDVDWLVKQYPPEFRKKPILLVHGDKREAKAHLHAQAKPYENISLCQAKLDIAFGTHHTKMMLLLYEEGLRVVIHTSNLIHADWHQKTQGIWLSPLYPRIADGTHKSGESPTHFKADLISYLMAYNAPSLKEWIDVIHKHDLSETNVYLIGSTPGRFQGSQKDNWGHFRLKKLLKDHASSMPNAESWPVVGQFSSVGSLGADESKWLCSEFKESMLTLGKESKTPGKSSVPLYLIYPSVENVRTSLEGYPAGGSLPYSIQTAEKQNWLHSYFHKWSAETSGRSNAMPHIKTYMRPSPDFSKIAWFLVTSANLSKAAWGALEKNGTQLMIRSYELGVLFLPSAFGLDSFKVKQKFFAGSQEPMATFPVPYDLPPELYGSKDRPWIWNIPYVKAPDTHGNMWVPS
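Steps: enzyme plus compound, 15 min RT; add biotin/phosphotyrosine-FITC oligonucleotide (15 nM final), react 5 min; add donor/acceptor beads (10 ug/ml final), 10 min; read AlphaScreen. Tdp1 at 1 nM final.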
TDP1 cell CPT: qHTS for Inhibitors of human tyrosyl-DNA phosphodiesterase 1 (TDP1): qHTS in cells in presence of CPT; chicken DT40 Tdp1-/-;hTDP1 cells + 20 nM CPT, ATP luminescence, 48 h; Potency, µM (top dose mostly 46.2 µM), for the others: at the top dose activity change, negative = growth inhibition, most hits filed as inhibitors; 420,000 compounds, 12% hits; further: nearly all actives have a fitted effect of over 55% in size
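Chicken DT40 Tdp1-/- cells complemented with human TDP1, 400 cells/well, exposed to compounds plus 20 nM camptothecin for at least 48 h at 37 C; viability read as ATP content by CellTiter-Glo luminescence.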
Starred values were filed as active, the others as inactive; ? = inconclusive; / = not tested or not shown; & = joins results of further samples; [ ] = dose if it differs, or a comment. The call rests on the fitted dose curve; in most records, active means well fitted curve in the direction sought with a large enough effect; inconclusive means small, poorly fitted or top-dose-only effect, or another doubt; inactive means no such curve, though single readings can be large; an effect the other way counts as inactive or inconclusive. On the % scale 0 is the no-effect control and ±100 the full control effect; potency means the concentration at half of the fitted maximal effect.

Sample of the layout, 5 compounds:
| Compound | TDP1 cell noCPT | TDP1 inh | TDP1 cell CPT |
| --- | --- | --- | --- |
| Cc1cc(C)c(S(=O)(=O)N2CCCOC2CNC(=O)C(=O)NCc2ccco2)c(C)c1 (stereo not given) | -3% | -2% | 6% |
| COc1ccc(NC(=O)Nc2nnc(-c3ccco3)s2)cc1 | 4% | / | 0% |
| CC(=O)OCC(=O)C1=CCC2C3CCC4=CC(=O)C=CC4(C)C3(F)C(OC(C)=O)CC12C (stereo not given) | -19% | 4% | -22% |
| Fc1ccc(-c2nc3c4ccccc4ccn3c2Cc2ccccc2C(F)(F)F)cc1 | ? | / | ? |
| COc1cccc(NC(=O)COC(=O)C2CCN(S(=O)(=O)c3cccs3)CC2)c1 | 7% | 5% | 0% |

The whole of this part (from the top)
| Compound | TDP1 cell noCPT | TDP1 inh | TDP1 cell CPT |
| --- | --- | --- | --- |
| Cc1cc(C)c(S(=O)(=O)N2CCCOC2CNC(=O)C(=O)NCc2ccco2)c(C)c1 (stereo not given) | -3% | -2% | 6% |
| COc1ccc(NC(=O)Nc2nnc(-c3ccco3)s2)cc1 | 4% | / | 0% |
| CC(=O)OCC(=O)C1=CCC2C3CCC4=CC(=O)C=CC4(C)C3(F)C(OC(C)=O)CC12C (stereo not given) | -19% | 4% | -22% |
| Fc1ccc(-c2nc3c4ccccc4ccn3c2Cc2ccccc2C(F)(F)F)cc1 | ? | / | ? |
| COc1cccc(NC(=O)COC(=O)C2CCN(S(=O)(=O)c3cccs3)CC2)c1 | 7% | 5% | 0% |
| c1nc(SSc2ncnc3nc[nH]c23)c2[nH]cnc2n1 | 7.3µM* | / | 5.8µM* |
| Cc1cccn2c(CN[C@H]3CCCCNC3=O)c(C(=O)N3CCOCC3)nc12 | 4% | / | 12% |
| CCN(c1cc(C)cc(C)c1)S(=O)(=O)c1nnc(NC(=O)c2cccs2)s1 | ? | 3% | ? |
| Cc1noc2ncnc(NCc3cccc(Cl)c3)c12 | 18µM* | 3% | 16µM* |
| c1ccc(CN2CN=C(Nc3nc4ccccc4s3)NC2)cc1 | ? | 8% | -12% |
| CCOC(=O)c1ccc(S(=O)(=O)NC2CCCCCCC2)n1C | ? | 9% | -1% |
| Cc1noc(C)c1CSc1nnc(C)c(=O)[nH]1 | 0% | 3% | -6% |
| Cc1ccc(C(=O)c2c3ccc(C(F)(F)F)cc3nn2CCC(N)=O)cc1 | -29% | -3% | ? |
| CC1(OC(=O)c2ccco2)C(=O)C=C2C=C(C3CC3)OC=C2C1=O (stereo not given) | 8% | 5% | -17% |
| NC(=O)NCc1ccc(F)cc1 | -10% | 5% | 9% |
| O=c1c2[nH]c3ccccc3c2nc2n1CCS2 | -15% | 0% | -6% |
| CCC(=O)N1CCC2(CC1)Oc1ccc(Cl)cc1C(=O)C21CC(c2ccccc2)=NO1 (stereo not given) | 26µM* | 5% | ? |
| COc1ccccc1C1=NNC(=Nc2cccc(S(=O)(=O)N(C)C)c2)SC1 | ? | 7% | ? |
| Cc1cc(C)c2nc(NC(=O)c3ccc4c(=O)n5c(nc4c3)CCCCC5)sc2c1 | ? | 0% | ? |
| CCNC(=O)C1CCCN(Cc2ccc(C(=O)OCC)cc2)CC1 (stereo not given) | -4% | / | -9% |
| O=C(COc1ccccc1)Nc1c(C(=O)N2CCN(c3ccc(F)cc3)CC2)oc2ccccc12 | ? | -4% | ? |
| O=C(CSc1ccc2nc(-c3ccccc3)cn2n1)NCC1CCCO1 (stereo not given) | ? | 0% | -29% |
| CCc1nc(CN2CCN(c3cc(C(F)(F)F)ccn3)CC2)c(C)[nH]1 | 16µM* | / | 23µM* |
| CC(C)CC(N)c1csc(NC(=O)Nc2ccccc2Cc2ccccc2)n1 (stereo not given) | 12µM* | / | 12µM* |
| O=C(NC1(C(F)(F)F)NC(=O)N(Cc2ccccc2)C1=O)c1cccs1 (stereo not given) | -3% | / | -2% |
| COc1cccc(C(=O)CSc2nc3ccccc3n2CC(=O)N(C(C)C)C(C)C)c1 | 6% | -2% | 10% |
| CN(c1ccccc1)S(=O)(=O)c1ccc(NC(=O)c2nc(S(C)(=O)=O)ncc2Cl)cc1 | 0.58µM* | 4%&6% | 0.65µM* |
| Cc1c(N=C2NC(=O)C(CC(=O)Nc3ccccc3)S2)c(=O)n(-c2ccccc2)n1C (stereo not given) | 7% | 4% | -110% |
| CCc1ccccc1NC(=S)N1CCN(c2ccccc2F)CC1 | ? | / | -20% |
| O=C(O)c1ccccc1C(=O)NCC(O)COc1ccc(Cl)cc1 (stereo not given) | -14% | 4% | 0% |
| Cc1ccc(C)c(N2CCN(C(=O)Cn3cnc4nc5c(cc4c3=O)CCCC5)CC2)c1 | ? | 4% | ? |
| COc1cc(OC)cc(C(=O)NC2CC3CCC(C2)N3C)c1 (stereo not given) | 2% | 0% | -10% |
| O=c1c(CCc2ccccc2)nc2cnc(Oc3ccccc3)nc2n1C[C@H]1CCCO1 | 18µM* | / | ? |
| COc1cccc(COc2nc3c(c(=O)n(C)c(=O)n3C)n2C)c1 | -20% | 8% | ? |
| COc1ccc(S(=O)(=O)N2CCC(C(=O)NCC(c3cccs3)N(C)C)CC2)cc1 (stereo not given) | -13% | 2% | -3% |
| O=C(Nc1ccc2c(c1)OCO2)c1ccc2sc([C@H]3C[C@H](O)[C@@H](CO)O3)nc2c1 | -25% | / | -5% |
| COc1ccc(OC)c(S(=O)(=O)N/N=C\c2c[nH]c3ccccc23)c1 | 9.2µM* | 6%[56.1 µM] | 18µM* |
| Cc1ccc(-n2nnnc2SCC(=O)N2CCc3ccccc3C2)cc1 | -20% | -7% | -20% |
| NS(=O)(=O)c1ccc(NC(=S)NCc2cccc(Cl)c2)cc1 | ? | 5% | -30% |
| CCOC(=O)CN1C(=O)CSc2ccc(S(=O)(=O)N3CCOCC3)cc21 | 13% | 0% | 1% |
| C#CCN1C=CC(=O)[C@@H](OC(=O)Nc2ccc(Br)cc2)[C@H]1c1ccccc1Br | ? | / | ? |
| Cc1ccc(-n2c(CSc3nc(C)cc(C)n3)nnc2SCC(=O)N2CCCC2)cc1 | -2% | 1% | -12% |
| N#CCCNc1ccc(OCCC#N)cc1 | -19% | 4% | -3% |
| Cc1ccc(C(=O)Nc2ccc(C(=O)OCc3cc(=O)n4nc(C5CC5)sc4n3)cc2)cc1 | -27% | 6% | -13% |
| O=C(NCCCN1CCN(c2ccccc2F)CC1)c1cc2c(Cl)nc3ccccc3c2s1 | 15µM* | 2% | 16µM* |
| CC(=O)c1ccc(S(=O)(=O)Nc2ccc(-c3ccc(N4CCCCC4)nn3)cc2)cc1 | -29% | 2% | -29% |
| CCCNC(=O)C1(C)CCCN(Cc2ccccc2N(C)C)C1 (stereo not given) | ? | / | ? |
| CCOC(=O)N1CCN(C(=O)C2CCC(=O)N2C(C)C)CC1 (stereo not given) | -7% | 2% | -3% |
| CNC(=O)C1CCN(Cc2cc3ccccc3n2Cc2cccc(C)c2)CC1 | 16µM* | 6% | 18µM* |
| C/C(=N\NC(=O)C1CCCC1)c1ccc(Cl)c(Cl)c1 | 1% | 4% | -9% |
| O=C(C=CC(=O)OC1CCCCC1)OC1CCCCC1 | ? | / | -28% |
| CCOc1ccc(N(C(=O)CNC(=O)c2cccs2)C(C(=O)NCC2CCCO2)c2ccc(OC)c(OC)c2)cc1 (stereo not given) | -3% | -8% | 2% |
| CC(NC(=O)c1ccc2nc[nH]c2c1)c1ccccc1 (stereo not given) | 2% | 6% | 8% |
| CC(C)CN1CCCC2(CCN(C(=O)c3ccco3)CC2)C1 | -4% | / | 10% |
| O=[n+]1c2c(n([O-])c3ccccc31)CCC2 | -5% | -2% | -4% |
| COc1ccc(O)c(C(=O)c2cc(C#N)c(=O)n(Cc3ccccc3)c2)c1 | ? | 3% | ? |
| COC(=O)[C@@]1(Cc2ccc(F)cc2)[C@H]2c3cc(C(=O)N(C)C)n(CCF)c3C[C@H]2CN1C(=O)c1ccccc1 | ? | 10% | ? |
| CC1(c2ccc3c(c2)OCCCO3)NC(=O)N(CC(=O)NCCc2ccc(F)cc2)C1=O (stereo not given) | ? | / | 0% |
| Cc1cc(C)n(CCC(=O)N/N=C/c2ccc(Br)c([N+](=O)[O-])c2)n1 | -28% | 0% | -5% |
| O=c1oc2cc(OCc3c(F)cccc3Cl)ccc2cc1-c1ccccn1 | ? | 5% | ? |

The list goes on.
| Compound | TDP1 cell noCPT | TDP1 inh | TDP1 cell CPT |
| --- | --- | --- | --- |
| O=C(O)CNc1ncccc1[N+](=O)[O-] | 0% | 3% | 0% |
| COc1ccc2cc(N=Cc3nc(-c4ccc(C)cc4)oc3O)cnc2c1 | -4% | 0% | 7% |
| CC1Cc2cc(/C(O)=C3\C(=O)C(=O)N(CCN(C)C)C3c3ccccc3F)ccc2O1 (stereo not given) | -11% | 2% | -1% |
| COc1ccc(CC(=O)NNC(=S)NC(=O)c2cccnc2)cc1 | ? | 5% | 5% |
| COc1cc(OC)c(NC(=O)CCCn2c(=O)oc3ccccc32)cc1Cl | -23% | -1% | 4% |
| Cc1cc(C)nc(NC(N)=NCCc2c[nH]c3ccccc23)n1 | 9.2µM* | 4% | 21µM* |
| CN(C)C(=O)C[C@@H]1C=C[C@@H](NC(=O)C2CCC2)[C@@H](CO)O1 | 8% | / | -4% |
| CCSc1ncc(Cl)c(C(=O)N2CCN(c3ccc(OC)cc3)CC2)n1 | ? | 5% | ? |
| CCOC(=O)N1CCN(S(=O)(=O)c2cc(Br)cnc2N)CC1 | -11% | 2% | -5% |
| Cc1cc(=O)oc2cc(Oc3ccc(C(N)=O)cc3[N+](=O)[O-])ccc12 | -13% | 5% | -10% |
| CCOC(=O)[C@@H]1[C@H]2COc3cc(OC)ccc3[C@H]2N2C(=O)N(c3ccc(F)cc3)C(=O)[C@@]12C | ? | / | -24% |
| CC(=O)Nc1ccc(S(=O)(=O)Nc2c(NC3CCCCC3)c3ccccc3oc2=O)cc1 | ? | 5% | 8% |
| Fc1ccc(-c2c[nH]c(=S)n2Cc2ccccc2)cc1 | ? | 9% | 21µM* |
| CC1(C)Cc2c(c(N3CCOCC3)nc3sc(C(=O)Nc4cccc(Cl)c4)c(N)c23)CO1 | ? | 6% | 18µM* |
| O=C(OCC(=O)N1CCOCC1)c1cnc(Cl)c(Cl)c1 | 0% | 1% | -11% |
| CCN1C(=O)c2cccc3c(S(=O)(=O)Nc4ccc(O)c(C(=O)O)c4)ccc1c23 | 7%&19% | 6%&-3% | 12%&17% |
| COc1ccc(C(c2sc3nc(C)nn3c2O)N2CCN(Cc3ccccc3)CC2)cc1OC (stereo not given) | -25% | 1% | -6% |
| Oc1ccccc1C=NN=Cc1c(O)ccc2ccccc12 | ? | / | ? |
| CCOc1ccc(Oc2nc(N(CC)CC)nc(N3CCOCC3)n2)nn1 | 4% | 5% | 3% |
| CC(=O)c1sc(NC(=O)c2cnc(Cl)c(Cl)c2)nc1C | ? | 11% | ? |
| COC(C[C@@H](O)[C@H](C)[C@H](O)COCc1ccccc1)OC | -1% | -2% | 11% |
| CCc1ccc(-c2nc(CN3CCC(C(=O)NCc4ccccc4OC)CC3)c(C)o2)cc1 | ? | -2% | 18µM* |
| COc1ccc(C(=O)COC(=O)c2cncc(Br)c2)cc1 | -3% | 1% | 2% |
| CC(C)[C@H](NC(=O)N1CCn2c1nc1ccccc12)C(=O)NCc1ccccc1Cl | ? | 1% | ? |
| Cc1ccc(C(=O)CCC(=O)NC2=NCCS2)cc1 | ? | 3% | ? |
| Cc1cc(C(=O)Nc2ccc(S(=O)(=O)Nc3nccs3)cc2)c(C)o1 | -2% | 5% | -12% |
| COc1ccc(CCC(=O)N2CCN(c3ccccc3)CC2)cc1OC | -10% | 1% | ? |
| COc1cccc(CNC(=O)CSc2cc(=O)n(C)c3ccccc23)c1 | 4% | 5% | 29% |
| Cc1ccc(N2C(=O)C3CCCN3C2=S)cc1 (stereo not given) | -16% | / | 10% |
| COc1cccc(C(=O)N(Cc2nc(-c3ccc(C)cc3)no2)C(C)C)c1 | ? | 3% | 18µM* |
| COc1ccc(N2CC(NC(=O)C(c3ccccc3)c3ccccc3)CC2=O)cc1 (stereo not given) | ? | 0% | ? |
| Cc1cccc(OCCCC(=O)Nc2ccc(S(N)(=O)=O)cc2)c1 | ? | -1% | 0% |
| Cn1c(=O)c2c(nc(N/N=C/c3ccco3)n2C)n(C)c1=O | -2% | 7% | 9% |
| COc1ccc(Nc2nnc(SCC(=O)c3cc4ccccc4o3)s2)cc1 | 4% | -2% | ? |
| O=C(O)c1cccc2c1-c1ccc([N+](=O)[O-])cc1C2=O | ? | / | -10% |

Assay outcomes as filed in PubChem BioAssay.
